ERp5 block = blocks human ERp5 reductase activity on insulin | ERp5 insulin aggregation, absorbance 650 nm, 90 min | 350,000 tested, 0.05% active | inhibition, % at 9.99 µM | Q15084;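 active means mean replicate inhibition above about 25%, with every replicate also reaching it, limit read from the data, passing the limit was not always enough; inconclusive means only one of those two criteria met; inactive means neither criterion met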
Target sequence (Q15084 whole entry, looked up): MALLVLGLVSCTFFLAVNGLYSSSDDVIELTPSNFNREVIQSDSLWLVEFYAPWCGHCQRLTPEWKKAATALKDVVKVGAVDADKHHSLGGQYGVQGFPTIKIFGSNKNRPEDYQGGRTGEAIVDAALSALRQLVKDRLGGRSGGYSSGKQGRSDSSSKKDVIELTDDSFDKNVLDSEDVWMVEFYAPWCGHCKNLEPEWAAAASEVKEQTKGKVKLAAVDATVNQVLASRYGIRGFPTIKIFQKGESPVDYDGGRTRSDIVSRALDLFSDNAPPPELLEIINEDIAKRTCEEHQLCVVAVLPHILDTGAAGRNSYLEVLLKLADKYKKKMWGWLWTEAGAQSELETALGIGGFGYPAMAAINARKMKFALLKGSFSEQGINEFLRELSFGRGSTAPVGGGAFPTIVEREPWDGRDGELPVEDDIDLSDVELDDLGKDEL
SIRT5 inh = inhibitors of human sirtuin-5 desuccinylase | Purified SirT5, succinyl-peptide AMC, trypsin-coupled fluorescence | Q9NXA8 | inhibition, % at 15 µM | 330,000 tested, 1.1% active | AID 652115; in the data active means inhibition above about 15%; inconclusive means no clear call, values can overlap the other calls
Target sequence (Q9NXA8 whole entry, looked up): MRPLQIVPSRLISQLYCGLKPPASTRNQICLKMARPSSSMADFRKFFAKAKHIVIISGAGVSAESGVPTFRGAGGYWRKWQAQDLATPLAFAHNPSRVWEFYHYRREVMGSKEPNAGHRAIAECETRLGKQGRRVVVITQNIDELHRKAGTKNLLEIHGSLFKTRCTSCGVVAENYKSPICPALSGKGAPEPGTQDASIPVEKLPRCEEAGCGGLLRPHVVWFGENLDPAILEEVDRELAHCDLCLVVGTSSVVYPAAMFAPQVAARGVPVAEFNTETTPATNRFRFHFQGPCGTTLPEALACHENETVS
ERAP1 inh = ERAP1 (human) enzyme inhibition; recombinant ERAP1, Leu-AMC fluorescence, 60 min; inhibition, % at 10.7 µM; 340,000 tested, 0.15% active; AID 652197;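 active means mean replicate inhibition of at least 30%, or all replicates individually reaching that 30% level; inactive means mean below 30% and not every replicate reaching it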;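 further: 0% = neutral control wells and 100% = L-leucinethiol positive control wells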
DENV2 CPE = inhibitors of DENV2 cytopathic effect. 350,000 tested, 1.7% active. CPE inhibition, % at 9.99 µM. DENV2-infected cells, cytopathic effect rescue, plate reader. AID 651640; in the data active means CPE inhibition above about 20%, passing the limit was not always enough; inconclusive means no clear call, values can overlap the other calls; tested in BHK-21 cells;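 further: 0% = median of neutral control wells and 100% = median of positive control wells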
miR122 inh = inhibitors of miR-122 in Huh7 cells; Huh7 miR-122 Renilla luciferase sensor, 48 h; neutral wells = 0, positive control = 100; activation (reporter increase), % at 12.5 µM; 340,000 tested, 0.3% active; AID 602342;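 active means mean replicate activation score at least 90 and every replicate individually at or above 90; inconclusive means only one of the two criteria met; inactive means neither criterion met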;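 further: higher luciferase means less miR-122 activity so hits act as miR-122 inhibitors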
CFTR F508del cor = correctors of CFTR F508del function in bronchial epithelial cells; CFBE cells, YFP halide quenching; stimulated with forskolin plus potentiator P3; % fluorescence drop versus neutral controls; activity (quench increase), % at 7.58 µM; AID 720511; 350,000 tested, 0.36% active;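 active means mean added fluorescence quench of at least 8% versus neutral control, with both replicates also reaching 8%; inconclusive means only one of the mean or replicate conditions met; inactive means mean below 8% and not both replicates reaching 8%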;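 further: cells transiently co-express mutant CFTR-F508del with the halide-sensitive YFP; corrector assay measuring rescue of mutant channel to the surface after 24 h compound exposure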
Casp6 inh = inhibitors of human caspase-6; P55212; purified caspase-6, Z-VEID-R110 cleavage fluorescence; inhibition, % at 12.5 µM; 350,000 tested, 0.53% active;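 active means mean inhibition across replicates at least about 35%, with every replicate also reaching that limit, limit read from the data; inconclusive means only one of the two criteria met; inactive means neither criterion met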;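 further: 0% = median of neutral control wells and 100% = no fluorescence left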
Target sequence (P55212 24-179 limits assumed): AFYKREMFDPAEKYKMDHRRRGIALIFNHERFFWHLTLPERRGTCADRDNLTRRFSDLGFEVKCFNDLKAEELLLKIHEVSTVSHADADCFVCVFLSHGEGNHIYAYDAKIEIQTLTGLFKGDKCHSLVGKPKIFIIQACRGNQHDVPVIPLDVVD
Target sequence (P55212 194-293 limits assumed): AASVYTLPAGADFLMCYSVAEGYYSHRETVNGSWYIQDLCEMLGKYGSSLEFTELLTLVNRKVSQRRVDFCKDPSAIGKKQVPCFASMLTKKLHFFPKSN
* = called active by the depositor; ? = inconclusive; . = not tested or not shown; & = joins results of further samples; [ ] = dose if it differs, or a comment.

ERp5 block | SIRT5 inh | ERAP1 inh | DENV2 CPE | miR122 inh | CFTR F508del cor | Casp6 inh | Molecule
-3 | 0 | 0 | 4 | . | 0.9 | -1 | Cc1ccc(NC(=O)CCNS(=O)(=O)c2ccc(Br)cc2)cc1S(=O)(=O)N1CCOCC1
0 | 0 | 2 | 18 | 4 | 2.6 | -2 | Cc1ccc(S(=O)(=O)N2CCNC(=O)C2)c(C)c1
5 | 2 | 0 | -6 | 0 | 2.4 | -1 | Cn1cc(/C=C(\NC(=O)c2ccccc2)C(=O)NCCN2CCOCC2)c2ccccc21
-3 | 1 | . | -5 | 19 | 9.0* | 0 | N#Cc1ccc(-c2cccs2)nc1SCc1cccnc1
-6 | -1 | -2 | -4 | -1 | 1.1 | 0 | CCNC(=O)NC(=O)C(C)OC(=O)[C@H](C)NS(=O)(=O)c1c(C)c(C)cc(C)c1C (stereo partly drawn)
5 | -1 | -3 | -8 | 72 | 2.9 | 14 | C/C(Cn1nnc([N+](=O)[O-])n1)=N\NC(=O)c1ccccc1O
4 | -2 | 0 | 14 | . | -2.8 | 4 | CCc1cccc2c(C(=O)COC(=O)c3ccc([N+](=O)[O-])s3)c[nH]c12
-5 | 5 | 4 | -1 | -7 | -2.6 | 5 | Cc1cccc(-n2ncc(C(=O)NC3CCCC3)c2C2CCN(C(=O)OC(C)(C)C)CC2)c1
3 | -6 | -3 | -3 | -2 | 0.9 | -6 | Nc1ccc(N2CCOCC2)cc1C(F)(F)F
3 | . | 2 | -2 | . | 1.9 | -3 | O=C(Cn1cc(C(F)(F)F)ccc1=O)N/N=C/c1ccccc1
6 | -5 | 1 | 10 | -1[16.7 µM] | 1.1 | -1 | COCC#Cc1cnc2c(c1)C(=O)N([C@@H](C)CO)C[C@H](C)[C@@H](CN(C)C(=O)c1ccc(F)cc1)O2
-2 | 6 | 0 | 6 | 4[16.7 µM] | 0.5 | 1 | Cc1ccc(-c2ccc3c(c2)O[C@H](CN(C)C(=O)C2CC2)[C@@H](C)CN([C@@H](C)CO)S3(=O)=O)cc1
-2 | -10 | -1 | 2 | -3 | 1.9 | -4 | O=C(O)Cn1cc(/C=C2\SC(=O)N(c3ccccc3)C2=O)c2ccccc21
3 | -7 | 2 | 7 | -6 | -5.3 | -1 | CCN(CC)S(=O)(=O)c1ccc(C(=O)OCC(=O)NC2CCCC2)cc1
0&5 | -1&9 | -2&0 | -1&-8 | 7[16.7 µM] | -2.3&-2.1 | -2&4 | C[C@H](CO)N1C[C@H](C)[C@@H](CN(C)C(=O)C2CC2)OCc2cn(nn2)CCCC1=O
8 | -2 | -3 | -1 | . | 3.2 | 7 | CC1N(C)c2cc(NC(=O)c3cccs3)c(P(=O)(Nc3ccc([N+](=O)[O-])cc3)N3CCOCC3)cc2C1(C)C (stereo not drawn)
-6 | -1 | 3 | -5 | -3 | 0.4 | 3 | COc1ccc(N(CC(=O)NCCC2=CCCCC2)S(=O)(=O)c2c(C)[nH]c(=O)[nH]c2=O)cc1
2 | -4 | -2 | -2 | . | 2.2 | -1 | CC1CCCC(NC(=O)CSC2=Nc3ccccc3C3CC=NN23)C1C (stereo not drawn)
2 | -10 | 4 | -3 | -6 | -4.0 | 3 | Cc1cc(C)c(OCC(=O)N2CCN(c3ncc(C(F)(F)F)cc3Cl)CC2)c(C)c1
2 | -6 | -1 | 2 | 1[16.7 µM] | -3.7 | -3 | C[C@@H]1CCCCO[C@H](CN(C)C)[C@H](C)CN([C@H](C)CO)C(=O)c2cc(NS(=O)(=O)c3ccc(Cl)cc3)ccc2O1
25 | -2 | 4 | . | 15 | 0.2 | 3 | O=S(=O)(Nc1ccc(Cl)cc1)c1ccc(N2CCOCC2)c(NC(=S)NCCN2CCOCC2)c1
0 | 3 | -2 | ? | 2[16.7 µM] | 4.0 | -1 | C[C@@H]1CCCCO[C@@H](CN(C)C(=O)Cc2ccccc2)[C@@H](C)CN([C@@H](C)CO)C(=O)c2cc(NC(=O)Nc3ccc4c(c3)OCO4)ccc2O1
-7 | . | -2 | 37* | 0 | 1.7 | 2 | COc1ccc(NC(=O)C2CCCN2S(=O)(=O)c2ccc3c(c2)CCC(=O)N3)c(OC)c1 (stereo not drawn)
0 | -1 | 2 | ? | 2 | 0.1 | 3 | CCOC(=O)C1(Cc2cccc(Cl)c2)CCCN(C(=O)c2cc(C)[nH]n2)C1 (stereo not drawn)
5 | 1 | . | 4 | . | 5.0 | -1 | COC(=O)[C@H](CCSC)NC(=O)Nc1cccc(Br)c1
8 | -6 | 2 | 7 | . | 2.1 | 2 | CC(OC(=O)c1cccc(N(C)C)c1)C(=O)N1CCc2ccccc2C1 (stereo not drawn)
-5 | 2 | -4 | -9 | -1[16.7 µM] | -0.1 | -2 | CNC[C@H]1Oc2ccc(NC(=O)Nc3ccc(OC)cc3)cc2CC(=O)N([C@@H](C)CO)C[C@H]1C
-4 | -1 | 0 | -7 | -5[16.7 µM] | -2.9 | 0 | Cc1ccc(S(=O)(=O)Nc2ccc3c(c2)CC(=O)N([C@H](C)CO)C[C@H](C)[C@@H](CN(C)C(=O)NC2CCCCC2)O3)cc1
3 | 1 | -1 | 6 | 3 | 0.5 | -3 | COC(=O)N/N=C/c1cc(Br)ccc1O
4 | -3 | 0 | -6 | -1 | 2.6 | 0 | O=c1oc2ccccc2n1Cc1ccccc1
-7 | . | 0 | -7 | -7 | -0.9 | 3 | CC1(C)C(=O)Nc2ccccc2N1C(=O)COc1ccccc1C#N
16 | -3 | 1 | -1 | 0 | 3.2 | -4 | CC(=O)N1CCCC1(C(=O)O)c1ccccc1 (stereo not drawn)
-2 | 0 | -6 | 4 | 8 | 4.2 | 13 | CN(Cc1ccccc1)S(=O)(=O)c1ccc(Cl)c(C(=O)NCCCN2CCOCC2)c1
-2 | -1 | -1 | 2 | 1[16.7 µM] | -4.9 | -1 | C[C@@H](NC(=O)C[C@H]1C[C@H]2c3cc(NS(C)(=O)=O)ccc3O[C@H]2[C@@H](CO)O1)c1ccccc1
-17 | 2 | -4 | 11 | -6 | -0.2 | 3 | O=C(COC(=O)c1ccc(O)cc1)Nc1cccc(S(=O)(=O)NC2=NCCC2)c1
-3 | -1 | -2 | 4 | 2 | -0.4 | -1 | COc1cc(C2C(C#N)=C(N)Oc3n[nH]c(-c4cccnc4)c32)ccc1OCC(N)=O (stereo not drawn)
3 | -1 | -7 | -6 | 0 | -0.6 | -4 | O=C(NNC(=O)c1cccnc1Cl)c1ccc(F)cc1
8 | 0 | -4 | 6 | 12[16.7 µM] | 1.4 | 0 | C[C@H]1CN([C@@H](C)CO)S(=O)(=O)c2ccc(C3=CCCCC3)cc2O[C@@H]1CN(C)C(=O)c1ccncc1
-2 | -2 | -8 | -3 | 9[16.7 µM] | -0.1 | -1 | COc1ccc(CN(C)C[C@H]2Oc3c(NC(=O)Nc4ccc(F)cc4)cccc3C(=O)N([C@H](C)CO)C[C@H]2C)cc1
4 | 3 | 1 | 10 | 8 | 1.5 | -2 | Cc1cc(C)c2c(c1)c1nnc(SCCN3CCCCC3)nc1n2C
-1 | -3 | -3 | 3 | . | -1.4 | -5 | COc1cccc(CN2CC3(CCN(Cc4ccccn4)CC3)c3c([nH]c4cc(OC)ccc34)[C@@H]2CO)c1
3 | -8 | 1 | -3 | -9 | . | -1 | OC(COC(c1ccc(F)cc1)c1ccc(F)cc1)CN1CCc2ccccc2C1 (stereo not drawn)
3 | -2 | -4 | -6 | 11 | . | 0 | S=C(Nc1cccnc1)NC1CCCC1
-1 | 3 | -1 | -3 | 12[16.7 µM] | 3.4 | -2 | COc1ccc(NC(=O)N(C)C[C@@H]2OCCCC[C@@H](C)Oc3ccc(NC(=O)c4ccccc4)cc3C(=O)N([C@H](C)CO)C[C@@H]2C)cc1
-5 | -2 | 2 | -11 | -11[16.7 µM] | 1.9 | -5 | CCC(=O)N(C)C[C@H]1Oc2cc(-c3cccc(C#N)c3)ccc2S(=O)(=O)N([C@@H](C)CO)C[C@H]1C
0 | -2 | -1 | -2 | -8 | -0.9 | -2 | CCCc1c(O)nc(SC2CC(=O)N(c3ccc(C)c(Cl)c3)C2=O)[nH]c1=O (stereo not drawn)
5 | -1 | 0 | 7 | 1 | 1.9 | -2 | O=C(Nc1ccnn1C1CCN(Cc2ccc(CO)o2)CC1)c1ccccc1
4 | . | . | -6 | -3 | 0.9 | 1 | CCOC(=O)N1CCN(C(=O)CSc2nnc(C3COc4ccccc4O3)o2)CC1 (stereo not drawn)
-1 | -6 | 3 | -9 | 2[16.7 µM] | 0.6 | 0 | Cc1noc(C)c1S(=O)(=O)Nc1cccc2c1O[C@@H](CN(C)C(=O)Nc1ccc3c(c1)OCO3)[C@@H](C)CN([C@@H](C)CO)C2=O
0 | -1 | 2 | -1 | 1 | 1.5 | -2 | CC(=O)NS(=O)(=O)c1ccc(NC(=S)NC(=O)C2CCC2)cc1
-4 | -4 | -2 | 12 | . | -2.2 | -5 | CC(C)(C)OC(=O)N1CCc2onc(-c3ccccc3[N+](=O)[O-])c2C1=O
2 | -2 | 3 | 8 | . | -2.9 | 5 | COc1cccc(NC(=O)CCN2C(=O)c3ccc([N+](=O)[O-])cc3C2=O)c1
-4 | 4 | 4 | 6 | 5[16.7 µM] | 0.0 | -6 | CCCN(C)C[C@@H]1OCCCC[C@@H](C)Oc2ccc(NC(=O)Nc3ccccc3)cc2C(=O)N([C@H](C)CO)C[C@@H]1C
-1 | -2 | -3 | 11 | -10 | -1.1 | . | CC(C)CCNC(=O)CN(Cc1ccccc1Cl)C(=O)CCC(=O)Nc1ccccn1
1 | 0 | -2 | 1 | . | 5.0 | . | CCN(CC)S(=O)(=O)c1ccc(C)c(NC(=O)COC(=O)[C@@H]2CCCN2C(=O)c2cccs2)c1
2 | 0 | 2 | -7 | -3 | -2.3 | 1 | CC(CCc1ccco1)NC(=O)Cn1nc(Cc2ccncc2)c2ccccc2c1=O (stereo not drawn)
2 | -2 | -3 | 19 | 0[16.7 µM] | 0.6 | 0 | C[C@H]1CN([C@@H](C)CO)C(=O)Cc2cc(NC(=O)CCC(F)(F)F)ccc2O[C@H]1CN(C)Cc1ccc2c(c1)OCO2
0 | 2 | -3 | 10 | -21[16.7 µM] | 0.6 | -1 | C[C@@H]1CN([C@@H](C)CO)S(=O)(=O)c2ccc(C3=CCCC3)cc2O[C@@H]1CN(C)C(=O)Nc1ccc2c(c1)OCO2
-7 | -5 | 3 | -1 | 1 | -1.0 | 3 | COCCN(C(=O)/C=C/c1ccccc1)c1c(N)n(Cc2ccccc2)c(=O)[nH]c1=O
0 | -3 | -2 | -5 | . | -1.4 | -2 | COc1cc(OC)cc(C(=O)N[C@H](C(=O)OCC(=O)N2CCc3ccccc32)C(C)C)c1

The results go on:
ERp5 block | SIRT5 inh | ERAP1 inh | DENV2 CPE | miR122 inh | CFTR F508del cor | Casp6 inh | Molecule
-2 | . | -2 | 5 | 32 | 3.5 | -1 | COc1cccc(-c2cnc3c(NC=O)cc(-c4ccc(OC)cc4OC)cn23)c1
-5 | 1 | 2 | -6 | -7[16.7 µM] | -0.5 | . | C[C@@H]1CN([C@@H](C)CO)C(=O)Cc2cc(NC(=O)Nc3ccc(F)cc3)ccc2O[C@@H]1CN(C)C(=O)Nc1ccc(F)cc1
2 | -7 | 3 | -4 | . | 3.7 | 5 | CCC(=O)Nc1ccc(NC(=O)CSc2nnnn2C2CCCC2)cc1C
0 | . | 6 | -9 | 3 | -1.4 | -1 | CC(C)=CCOc1ccc2c(C)c(CC(=O)N3C[C@H]4C[C@@H](C3)c3cccc(=O)n3C4)c(=O)oc2c1C
2 | . | . | 18 | 8 | -1.8 | -1 | CCCCOP(=O)(c1ccc(N(C)C)cc1)C(O)c1cc(OC)c(OC)c(OC)c1 (stereo not drawn)
0 | -7 | 2 | 8 | 1 | -0.4 | 0 | C=CCn1c(=O)c(C(=O)NCc2ccc3c(c2)OCO3)c(O)c2ccccc21
0 | 2 | 0 | 0 | 14[16.7 µM] | -3.5 | -2 | C[C@H](CO)N1C[C@H](C)[C@@H](CN(C)C(=O)C2CC2)Oc2cc(C#CC3CC3)ccc2S1(=O)=O

Screening data deposited in PubChem by Broad Institute.
